Dyrk1A ADPGlo = rat Dyrk1A kinase inhibitors, primary screen, biochemical, single point, plate reader. 310,000 tested, 0.43% active. ADP-Glo luminescence, NFATc1 peptide. inhibition, % at 12.5 µM. Dual specificity tyrosine-phosphorylation-regulated kinase 1A (Rattus norvegicus), Q63470; in the data active means inhibition above about 50%;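 further: plate controls were vehicle with enzyme for no effect and no enzyme for full effect; many of its hits are not listed in these tables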
ANO1 block = TMEM16A chloride channel inhibitors, primary screen, cell-based, HTS; HEK293 TMEM16A/YFP iodide influx fluorescence, ionomycin; AID 588511, 2011; 310,000 tested, 1.2% active; normalized B-score (activity score, 25-100; higher = stronger inhibition) at 10 µM; Anoctamin-1 (Mus musculus), Q8BHY3;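 active means ratio plate-corrected score three or more library SD toward inhibition, starting fluorescence score within five deviations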;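 further: score derived from kinetic fluorescence span divided by baseline fluorescence per well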
Target sequence (Q8BHY3 whole entry, looked up): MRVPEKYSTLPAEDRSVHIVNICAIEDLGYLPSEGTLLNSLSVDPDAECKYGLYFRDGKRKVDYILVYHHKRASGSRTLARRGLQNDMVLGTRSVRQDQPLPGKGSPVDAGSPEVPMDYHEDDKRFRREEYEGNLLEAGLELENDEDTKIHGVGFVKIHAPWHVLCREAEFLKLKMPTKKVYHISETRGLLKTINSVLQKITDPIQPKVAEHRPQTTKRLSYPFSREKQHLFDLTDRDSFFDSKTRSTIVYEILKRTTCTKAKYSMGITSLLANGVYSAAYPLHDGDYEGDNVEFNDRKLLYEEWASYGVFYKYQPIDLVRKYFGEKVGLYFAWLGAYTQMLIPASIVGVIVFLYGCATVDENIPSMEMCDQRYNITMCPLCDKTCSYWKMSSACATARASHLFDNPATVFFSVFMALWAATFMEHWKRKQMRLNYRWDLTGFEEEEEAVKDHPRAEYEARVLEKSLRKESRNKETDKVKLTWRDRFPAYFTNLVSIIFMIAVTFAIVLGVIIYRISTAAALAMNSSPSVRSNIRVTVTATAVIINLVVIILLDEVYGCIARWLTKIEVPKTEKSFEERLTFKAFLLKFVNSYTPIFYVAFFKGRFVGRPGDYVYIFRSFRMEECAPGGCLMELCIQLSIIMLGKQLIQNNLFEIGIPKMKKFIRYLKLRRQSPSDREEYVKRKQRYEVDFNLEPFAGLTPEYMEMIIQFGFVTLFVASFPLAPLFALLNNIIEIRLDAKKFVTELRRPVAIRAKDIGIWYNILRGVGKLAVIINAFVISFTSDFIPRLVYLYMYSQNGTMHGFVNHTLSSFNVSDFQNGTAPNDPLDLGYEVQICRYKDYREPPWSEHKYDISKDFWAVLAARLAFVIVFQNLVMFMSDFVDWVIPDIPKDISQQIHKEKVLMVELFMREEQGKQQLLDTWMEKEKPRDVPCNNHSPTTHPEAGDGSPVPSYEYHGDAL
TMEM16A act = TMEM16A chloride channel activators or potentiators, primary screen, cell-based, HTS; B-score at 10 µM; HEK293 TMEM16A/YFP-H148Q/I152L, iodide quench fluorescence; active compounds read low; Anoctamin-1 (Mus musculus), Q8BHY3; 340,000 tested, 0.3% active;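 active means fluorescence-ratio B-score plate-corrected deviation score at least 3 library SD below zero, with starting fluorescence score within 5 deviations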;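 further: channel opened by trigger with iodide after compound preincubation; score built on the fluorescence ratio of max minus min over baseline; more negative score means more quench and so TMEM16A activation or potentiation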
KCNQ1 act = potentiators or activators of KCNQ1 channel, primary screen, cell-based, thallium flux, high-throughput; CHO-K1 KCNQ1, thallium flux FluxOR fluorescence; active compounds read high; B-score at 10 µM; 310,000 tested, 0.35% active;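 active means fluorescence ratio B-score, a plate-corrected score, at least three library SD, with initial intensity B-score within 5 SD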
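Test system: CHO-K1 cells stably expressing KCNQ1 / Medium: assay buffer / Also added: depolarizing K+/Tl+ stimulus, K2SO4 and Tl2SO4 each 12.5 mM in 5x stock / Incubation: 90 min dye loading and 20 min compound exposure, both at room temperature / Signal: thallium influx via FluxOR fluorescence, kinetic imaging / Evaluation: B score of baseline-normalized fluorescence ratio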
hERG rescue = hERG rescue from dofetilide block, primary screen, cell-based, CHO-hERG, FluxOR thallium flux, dofetilide IC70; Voltage-gated inwardly rectifying potassium channel KCNH2 (Homo sapiens), Q12809; 310,000 tested, 0.51% active; dofetilide IC70 present; activation (rescue from dofetilide block), less the hit threshold, % at 10 µM;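 active means activation above the mean of controls blocked by dofetilide plus 5 SD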;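 further: thallium influx through hERG after potassium depolarization seen as dye fluorescence rise; in these data hits start at about 4.7%; inactives centre near -7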
KCNK3 block = human KCNK3 channel inhibitors, primary screen, CHO cells, FluxOR thallium flux, B-score; Potassium channel subfamily K member 3 (Homo sapiens), O14649; FluxOR fluorescence; active compounds read low; B-score at 10 µM; 340,000 tested, 0.84% active;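 active means B-score under library mean minus 4 SD, starting fluorescence ratio at most library mean plus 5 SD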;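 further: more negative B-score means stronger inhibition of thallium flux through KCNK3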
KCNQ1 block = inhibitors of human KCNQ1 channel, primary screen, cell-based, thallium flux, high-throughput; B-score at 10 µM; Potassium voltage-gated channel subfamily KQT member 1 (Homo sapiens), P51787; 310,000 tested, 1.3% active; AID 2642, 2010; CHO-K1 KCNQ1, FluxOR thallium flux fluorescence; active compounds read high;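 active means compounds whose thallium flux B-score, printed positive for inhibition, exceeds three library SD while starting fluorescence stays within three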;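 further: channel opened by potassium depolarization with thallium stimulus after 20 min compound exposure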
TRPC4 PAM = positive allosteric modulators of TRPC4, primary screen, cell-based, mouse TRPC4beta, HEK293 mu-opioid, Fluo-4 calcium; DAMGO EC20, Fluo-4 Ca2+ flux; active compounds read high; Short transient receptor potential channel 4 (Mus musculus), Q9QUQ5; 310,000 tested, 0.42% active; B-score at 10 µM;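 active means B-score of calcium response area above 5 SD of library B-scores, with initial fluorescence ratio within 5 SD of library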;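 further: B-score of integrated fluorescence ratio over time as area under calcium response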
KCNK9 inh = KCNK9 potassium channel inhibitors, primary screen, HEK293 cells, thallium flux. B-score at 10 µM. AID 488922, 2010. 310,000 tested, 1.2% active. FluxOR thallium flux fluorescence; active compounds read low. Potassium channel subfamily K member 9 (Homo sapiens), Q9NPC2;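 active means ratio B-score over 3 SD below the library mean, with starting fluorescence within 5 SD of its mean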;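 further: negative B-score means less thallium flux so channel inhibition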
TRPC4 act = activators of mouse TRPC4 channel, primary screen, Fluo4 calcium, HEK293 TRPC4beta/mu-opioid cells; Short transient receptor potential channel 4 (Mus musculus), Q9QUQ5; Fluo4 calcium fluorescence; active compounds read high; B-score at 10 µM; 310,000 tested, 0.49% active;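 active means B-score above 5 SD of library B-scores, and initial fluorescence ratio not above library mean plus 5 SD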;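 further: positive B-score marks a calcium rise read as TRPC4 activation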
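Assay system: HEK293 cells stably co-expressing mouse TRPC4beta and mu-opioid receptor / Timing: Fluo4 dye loading 45 min at room temperature, 110 s recording / Signal: Fluo4 calcium-sensitive dye fluorescence, kinetic, 1 Hz baseline / Read-out: integrated baseline-normalised fluorescence ratio, converted to per-well B score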
HDAC3 inhib = HDAC3 deacetylase inhibitors, primary screen, biochemical, fluorescence, cell-free homogeneous | Histone deacetylase 3 (Homo sapiens), O15379 | recombinant HDAC3, fluorogenic peptide/trypsin coupled | inhibition, % at 8.3 µM | 320,000 tested, 0.15% active | AID 2718, 2010; in the data active means inhibition above about 26%, passing the limit was not always enough
* hit, by the source's call; i = inactive; . = not tested or not shown. Some of the compounds tested; the hit share may differ from the screen's.

The opening 10 compounds as a preview:
Short forms: A = Dyrk1A ADPGlo; B = ANO1 block; C = TMEM16A act; D = KCNQ1 act; E = hERG rescue; F = KCNK3 block; G = KCNQ1 block; H = TRPC4 PAM; I = KCNK9 inh; J = TRPC4 act; K = HDAC3 inhib
1	OC1CCN(c2ncnc3c2nnn3Cc2c(F)cccc2Cl)CC1
  A: -1	B: i	C: .	D: i	E: -10	F: i	G: i	H: i	I: i	J: i	K: -3

2	O=C(COC(=O)Cc1ccc(-c2ccccc2)cc1)NCc1ccc(F)cc1
  A: -4	B: i	C: i	D: i	E: -8	F: i	G: i	H: i	I: i	J: i	K: 20

3	N=c1oc2ccc(Cl)cc2cc1C(=O)NC1CCCCCC1
  A: -1	B: i	C: i	D: i	E: -6	F: i	G: i	H: 18*	I: i	J: i	K: 15

4	CCc1nn(CC(=O)O)c(=O)c2ccccc12
  A: 3	B: i	C: i	D: i	E: 0	F: i	G: i	H: i	I: i	J: i	K: -1

5	Cc1c(Cl)ccc(S(=O)(=O)NCCN2CCOCC2)c1Cl
  A: 1	B: i	C: i	D: i	E: -2	F: i	G: i	H: i	I: i	J: i	K: -1

6	O=C(CN1CCCCCC1)Nc1ccccc1Cl
  A: -4	B: i	C: i	D: i	E: -10	F: i	G: i	H: i	I: i	J: i	K: -2

7	COc1cc(-c2n[nH]c(=S)n2-c2cc(C(F)(F)F)ccc2Cl)cc(OC)c1OC
  A: -1	B: i	C: i	D: i	E: -5	F: i	G: i	H: i	I: i	J: i	K: 3

8	COC(=O)C1=C(C)N(Cc2ccccc2)C(=NCC(C)C)N[C@H]1c1ccccc1
  A: .	B: i	C: .	D: i	E: -18	F: .	G: i	H: i	I: i	J: i	K: 2

9	O=C(NCc1ccccc1)/C(=C\c1ccc([N+](=O)[O-])cc1)NC(=O)c1ccco1
  A: 8	B: i	C: i	D: i	E: -5	F: i	G: i	H: i	I: i	J: i	K: -15

10	O=C(Nc1ccccc1C(F)(F)F)c1ccc2nccnc2c1
  A: -3	B: i	C: i	D: i	E: -3	F: i	G: i	H: i	I: i	J: i	K: -1

Results, previewed entries included:
Short forms: A = Dyrk1A ADPGlo; B = ANO1 block; C = TMEM16A act; D = KCNQ1 act; E = hERG rescue; F = KCNK3 block; G = KCNQ1 block; H = TRPC4 PAM; I = KCNK9 inh; J = TRPC4 act; K = HDAC3 inhib
1	OC1CCN(c2ncnc3c2nnn3Cc2c(F)cccc2Cl)CC1
  A: -1	B: i	C: .	D: i	E: -10	F: i	G: i	H: i	I: i	J: i	K: -3

2	O=C(COC(=O)Cc1ccc(-c2ccccc2)cc1)NCc1ccc(F)cc1
  A: -4	B: i	C: i	D: i	E: -8	F: i	G: i	H: i	I: i	J: i	K: 20

3	N=c1oc2ccc(Cl)cc2cc1C(=O)NC1CCCCCC1
  A: -1	B: i	C: i	D: i	E: -6	F: i	G: i	H: 18*	I: i	J: i	K: 15

4	CCc1nn(CC(=O)O)c(=O)c2ccccc12
  A: 3	B: i	C: i	D: i	E: 0	F: i	G: i	H: i	I: i	J: i	K: -1

5	Cc1c(Cl)ccc(S(=O)(=O)NCCN2CCOCC2)c1Cl
  A: 1	B: i	C: i	D: i	E: -2	F: i	G: i	H: i	I: i	J: i	K: -1

6	O=C(CN1CCCCCC1)Nc1ccccc1Cl
  A: -4	B: i	C: i	D: i	E: -10	F: i	G: i	H: i	I: i	J: i	K: -2

7	COc1cc(-c2n[nH]c(=S)n2-c2cc(C(F)(F)F)ccc2Cl)cc(OC)c1OC
  A: -1	B: i	C: i	D: i	E: -5	F: i	G: i	H: i	I: i	J: i	K: 3

8	COC(=O)C1=C(C)N(Cc2ccccc2)C(=NCC(C)C)N[C@H]1c1ccccc1
  A: .	B: i	C: .	D: i	E: -18	F: .	G: i	H: i	I: i	J: i	K: 2

9	O=C(NCc1ccccc1)/C(=C\c1ccc([N+](=O)[O-])cc1)NC(=O)c1ccco1
  A: 8	B: i	C: i	D: i	E: -5	F: i	G: i	H: i	I: i	J: i	K: -15

10	O=C(Nc1ccccc1C(F)(F)F)c1ccc2nccnc2c1
  A: -3	B: i	C: i	D: i	E: -3	F: i	G: i	H: i	I: i	J: i	K: -1

11	CC(OC(=O)c1cnc2ccccc2n1)c1ccccc1Cl (configuration not stated)
  A: 12	B: i	C: i	D: i	E: -14	F: i	G: i	H: i	I: i	J: i	K: 2

12	COc1ccc(-n2cnc3cc(NCc4ccccn4)ccc32)cc1
  A: 7	B: i	C: i	D: i	E: -11	F: i	G: i	H: i	I: i	J: i	K: 4

13	Cc1ccc2cc(C#N)c(N3CCCN(C(=O)C4CCCO4)CC3)nc2c1 (configuration not stated)
  A: -6	B: i	C: i	D: i	E: -8	F: i	G: i	H: i	I: i	J: i	K: -12

14	CS(=O)(=O)N1CCN(C(=O)c2cc(-c3cccnc3)nc3ccc(Cl)cc23)CC1
  A: 3	B: i	C: i	D: i	E: -10	F: i	G: i	H: i	I: i	J: i	K: 12

15	O=[N+]([O-])c1cc(CN2CCCC2)ccc1Sc1ccc(Cl)cc1
  A: 0	B: i	C: i	D: i	E: -8	F: i	G: i	H: i	I: i	J: i	K: 6

16	Cn1c(=O)n(C)c(=O)n(CC(=O)N2CCCCC2)c1=O
  A: 1	B: i	C: i	D: i	E: 2	F: i	G: i	H: i	I: i	J: i	K: 0

17	O=C1CN(C(=O)N[C@@H](Cc2ccccc2)C(=O)N[C@@H](Cc2ccccc2)C(=O)O)c2ccccc2N1
  A: -4	B: i	C: i	D: i	E: -8	F: i	G: i	H: i	I: i	J: i	K: -1

18	NC(=O)N/N=C/c1coc2ccc3ccccc3c2c1=O
  A: 1	B: i	C: i	D: i	E: -5	F: i	G: i	H: i	I: i	J: i	K: -6

19	COCCn1c(SCC(=O)N2CCCC2)nnc1C(C)C
  A: .	B: i	C: i	D: i	E: -2	F: i	G: i	H: i	I: i	J: i	K: -2

20	CS(=O)(=O)c1cccc(C(=O)NC(c2ccccc2)c2ccccc2)c1
  A: 0	B: i	C: i	D: i	E: -6	F: i	G: i	H: i	I: i	J: i	K: -3

21	COc1ccccc1C(=O)N/C(=C/c1cccc([N+](=O)[O-])c1)C(=O)Nc1cccc(C(=O)O)c1
  A: 3	B: i	C: i	D: i	E: -11	F: i	G: i	H: i	I: i	J: i	K: 4

22	O=C(CSc1nncn1-c1ccccc1)NC1CCCC1
  A: -5	B: i	C: i	D: i	E: -4	F: i	G: i	H: i	I: i	J: i	K: -12

23	CCOc1ccccc1N1CCN(S(=O)(=O)CC)CC1
  A: -2	B: i	C: i	D: i	E: -12	F: i	G: i	H: i	I: i	J: i	K: -1

24	CC(=O)c1cc(F)c(N2CCCCCC2)cc1C
  A: -1	B: i	C: i	D: i	E: -2	F: i	G: i	H: i	I: i	J: i	K: 5

25	Cc1nc(SCC(=O)Nc2c(C)n(C)n(-c3ccccc3)c2=O)[nH]c(=O)c1C
  A: 1	B: i	C: i	D: i	E: -1	F: i	G: i	H: i	I: i	J: i	K: -5

Further structures.
Short forms: A = Dyrk1A ADPGlo; B = ANO1 block; C = TMEM16A act; D = KCNQ1 act; E = hERG rescue; F = KCNK3 block; G = KCNQ1 block; H = TRPC4 PAM; I = KCNK9 inh; J = TRPC4 act; K = HDAC3 inhib
26	CC1CCCCN1CCNC(=O)C1CCCN(S(=O)(=O)c2cccc3nsnc23)C1 (configuration not stated)
  A: -9	B: i	C: i	D: i	E: -5	F: i	G: i	H: i	I: i	J: i	K: 2

27	CCc1nc2sc3c(c2c(=S)[nH]1)CC(C)(C)OC3
  A: -3	B: .	C: i	D: i	E: -5	F: i	G: i	H: i	I: i	J: i	K: .

28	Cc1c(NC(=O)CSc2nnc3sc4ccccc4n23)c(=O)n(-c2ccccc2)n1C
  A: -1	B: i	C: i	D: i	E: -4	F: i	G: i	H: i	I: i	J: i	K: -16

29	Cc1nnsc1C(=O)NC(C)c1ccccc1 (configuration not stated)
  A: 4	B: i	C: i	D: i	E: -9	F: i	G: i	H: i	I: i	J: i	K: 7

30	CC(=O)N1N=C(c2cccs2)CC1c1ccco1 (configuration not stated)
  A: -3	B: i	C: i	D: i	E: -9	F: i	G: i	H: i	I: i	J: i	K: -6

31	Cc1ccc(/C=C(\C#N)C(=O)N2CCCC2)c(C)c1
  A: -1	B: i	C: i	D: i	E: -9	F: i	G: i	H: i	I: i	J: i	K: -2

32	COc1ccc(-c2cc(C)no2)cc1S(=O)(=O)N1CCOc2ccc(C)cc21
  A: 2	B: i	C: i	D: i	E: -4	F: i	G: i	H: i	I: i	J: i	K: 8

33	CCc1ccc(OCC(=O)Nc2ccc(S(=O)(=O)N3CCCC3)cc2)c(Br)c1
  A: -4	B: i	C: i	D: i	E: -7	F: i	G: i	H: i	I: i	J: i	K: -1

34	COCCNC(=O)c1c(N)n(-c2ccccc2)c2nc3ccccc3nc12
  A: -3	B: i	C: i	D: i	E: -4	F: i	G: i	H: i	I: i	J: i	K: -4

Sorted by molar mass (rising): 3 of the compounds above.
Short forms: A = Dyrk1A ADPGlo; B = ANO1 block; C = TMEM16A act; D = KCNQ1 act; E = hERG rescue; F = KCNK3 block; G = KCNQ1 block; H = TRPC4 PAM; I = KCNK9 inh; J = TRPC4 act; K = HDAC3 inhib
30	CC(=O)N1N=C(c2cccs2)CC1c1ccco1 (configuration not stated)
  A: -3	B: i	C: i	D: i	E: -9	F: i	G: i	H: i	I: i	J: i	K: -6

34	COCCNC(=O)c1c(N)n(-c2ccccc2)c2nc3ccccc3nc12
  A: -3	B: i	C: i	D: i	E: -4	F: i	G: i	H: i	I: i	J: i	K: -4

28	Cc1c(NC(=O)CSc2nnc3sc4ccccc4n23)c(=O)n(-c2ccccc2)n1C
  A: -1	B: i	C: i	D: i	E: -4	F: i	G: i	H: i	I: i	J: i	K: -16

Screening data (PubChem BioAssay)
